Source: PubChem (National Center for Advancing Translational Sciences (NCATS))
AmpC inh no detg – blocks E. coli AmpC beta-lactamase in detergent-free assay; AmpC nitrocefin hydrolysis, absorbance 480 nm, 0.0001% Triton; Potency, µM (titrated, usually from 57.1 µM), for the others: at the highest dose activity change, negative = inhibition, most hits filed as inhibitors; hit rate 0.52% among 330,000; AID 485341;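 also: potency is read from the fitted curve at half-maximal effect; plate controls were no compound for no effect and no enzyme for full effect; nearly all actives have a fitted effect of over 20% in size; some results filed as inactive show a strong effect at the top dose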
Target sequence (P00811 whole entry, looked up): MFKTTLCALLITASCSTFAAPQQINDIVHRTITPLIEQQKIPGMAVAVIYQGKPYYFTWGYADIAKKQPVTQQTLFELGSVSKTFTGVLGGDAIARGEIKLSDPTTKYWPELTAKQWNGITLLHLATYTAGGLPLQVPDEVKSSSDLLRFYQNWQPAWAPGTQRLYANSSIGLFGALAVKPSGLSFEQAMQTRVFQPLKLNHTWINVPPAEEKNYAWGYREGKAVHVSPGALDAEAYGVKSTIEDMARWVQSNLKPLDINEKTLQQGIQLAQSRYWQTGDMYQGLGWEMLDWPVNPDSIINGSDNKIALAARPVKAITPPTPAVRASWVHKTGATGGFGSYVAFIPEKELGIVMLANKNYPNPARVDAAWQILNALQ
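20 mM phosphate pH 7.0 + 0.01% (detergent screen) or 0.0001% Triton X-100; 5.3 nM AmpC reagent; cpd preinc 15 min RT; nitrocefin (800 uM stock) to start; A480 q20 s × 4 min; Activity was normalised to no-enzyme and no-compound control wells.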
AmpC detergent – inhibitors of E. coli AmpC beta-lactamase with detergent. AmpC hydrolysis of nitrocefin, absorbance 480 nm, 0.01% Triton. Potency, µM (doses to about 114 µM), for inactives: top-dose activity change, negative = inhibition, most hits filed as inhibitors. hit rate 0.041% among 370,000. AID 485294;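 also: potency is read from the fitted curve at half-maximal effect; 0% = no-compound wells and -100% = no-enzyme wells; nearly all actives have a fitted effect of over 25% in size; some results filed as inactive show a strong effect at the top dose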
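20 mM phosphate pH 7.0 + 0.01% (detergent screen) or 0.0001% Triton X-100; 5.3 nM AmpC reagent; cpd preinc 15 min RT; nitrocefin (800 uM stock) to start; A480 q20 s × 4 min; Activity was normalised to no-enzyme and no-compound control wells.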
HCV inhibitor – HCV inhibition. Huh7.5.1 HCVcc-Cre infection, luciferase reporter, 44 h. Potency, µM (series often up to 41.8 µM), without a hit: at the top dose activity change, negative = inhibition, actives largely listed as inhibitors. hit rate 3.4% among 340,000. AID 651820; also: potency is read from the fitted curve at half-maximal effect
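Cells seeded at 1,000/well and cultured 4 h, then compounds added followed by HCVcc-Cre virus (~0.5 moi). After 44 h further culture, luciferase substrate was added, plates held 15 min at room temperature, and luminescence read for 15 sec.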
HCMV antiviral – inhibitors of human cytomegalovirus; hit rate 4.5% among 410,000; HFF cells, HCMV-luciferase reporter, 72 h; active compounds read low; AID 1259415; activity change, negative = inhibition, % at 57.5 µM; in the data active = activity change below about -60%; inconclusive = no clear call, values can overlap the other calls; inactive = above about -39%
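Cell-based, HFFs, 1000 cells/well, 16 h 37C; cpds in DMSO + HCMV-luc, MOI 1 PFU/cell; 72 h 37C; OneGlo luminescence after 5 min RT; norm. to buffer vs Salinomycin 10uM.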
LmPK inhibitor – LmPK (Leishmania mexicana) enzyme inhibition; purified LmPK, Kinase-Glo ATP luminescence, 1 h; hit rate 0.37% among 290,000; Q27686; Potency, µM (highest dose often 57.5 µM), without a hit: at the highest dose activity change, negative = inhibition, usual class: inhibitors; also: potency is read from the fitted curve at half-maximal effect
Target sequence (Q27686 whole entry, looked up): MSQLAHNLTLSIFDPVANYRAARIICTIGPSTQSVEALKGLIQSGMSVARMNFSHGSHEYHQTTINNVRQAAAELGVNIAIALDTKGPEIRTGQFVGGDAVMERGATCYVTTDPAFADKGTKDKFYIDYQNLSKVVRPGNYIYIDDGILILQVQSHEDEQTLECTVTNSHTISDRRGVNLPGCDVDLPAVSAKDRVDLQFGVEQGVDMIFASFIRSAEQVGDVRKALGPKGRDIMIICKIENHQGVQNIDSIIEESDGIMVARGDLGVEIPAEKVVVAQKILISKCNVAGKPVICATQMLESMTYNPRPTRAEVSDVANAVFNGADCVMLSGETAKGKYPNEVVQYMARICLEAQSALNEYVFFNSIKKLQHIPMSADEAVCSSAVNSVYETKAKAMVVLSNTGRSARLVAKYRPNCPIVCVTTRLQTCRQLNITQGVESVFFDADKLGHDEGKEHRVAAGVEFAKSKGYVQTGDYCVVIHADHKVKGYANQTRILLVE
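Screened at intermediate enzyme activity to detect both inhibitors and activators: LmPK at 0.1 nM, with a 0.5 nM enzyme column as activation reference. PEP 0.5 mM, ADP 0.1 mM; ATP detected by luminescence after 1 h.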
AMA1 RON2 block – AMA1-RON2 (P. falciparum) interaction inhibition. AlphaScreen AMA1-biotinylated RON2 peptide binding. Potency, µM (top dose mostly 58.2 µM), for the others: top-dose activity change, negative = inhibition, usual class: inhibitors. hit rate 0.2% among 360,000;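 also: potency is read from the fitted curve at half-maximal effect; 0% = vehicle wells and -100% = peptide control; nearly all actives have a fitted effect of over 45% in size; some results filed as inactive show a strong effect at the top dose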
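AMA1 (3D7) with his tag at 25 nM final met compounds first, then biotinylated RON2 peptide at 25 nM; detection used donor plus acceptor beads, 10 µg/mL apiece, read by AlphaScreen after 30 min at room temperature.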
Tb PYK inh – inhibitors of Trypanosoma brucei pyruvate kinase | TbPYK enzyme, Kinase-Glo Plus ATP luminescence, 45 min | Potency, µM (highest dose often 76.8 µM), for inactives: top-dose activity, negative = inhibition, usual class: inhibitors | hit rate 0.12% among 410,000; also: potency is read from the fitted curve at half-maximal effect; nearly all actives have a fitted effect of over 50% in size
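Glycolytic pyruvate kinase of T. brucei was incubated with substrate, test compound and 130 uM ADP for 45 minutes at room temperature. Luminescent Kinase-Glo Plus signal was measured after 10 minutes.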
* hit, by the source's call; ? = inconclusive; nt = not tested or not shown; & = joins results of further samples; [ ] = remark or other dose. Unless noted, calls follow the shape of the dose curve; as a rule, active = well fitted curve in the direction sought with a large enough effect; inconclusive = small, poorly fitted or top-dose-only effect, or another doubt; inactive = no such curve, though single readings can be large; an effect the other way counts as inactive or inconclusive. Unless noted, % is scaled to controls: 0 for no effect and ±100 for the full control effect.

Each structure is followed by: HCV inhibitor, Tb PYK inh, AmpC detergent, LmPK inhibitor, AmpC inh no detg, HCMV antiviral, AMA1 RON2 block
C/C=C\C(=O)Nc1cccc(C2=NOC3(C2)C[C@@H](C(N)=O)N(C(=O)c2ccc(OC)cc2)C3)c1 (stereo partly specified)
 : 7%, -9%, 3%, 7%, 8%, 23, 5%
Cc1ccc(NC(=O)Cn2c(CCC(=O)O)ccc2-c2ccc(Cl)cc2)cc1
 : 1%, 1%&4%, -2%&9%, 0%, -21%, 1&8, -1%
COc1ccc(C2CC(=O)N(C)c3ccccc3S2)cc1 (stereo unspecified)
 : 9%, 2%, -5%, 0%, -16%, 15, -3%
COc1cc(/C=C2/SC(=S)N(CC(=O)O)C2=O)ccc1OC(=O)c1cccs1
 : 8%, 4%, 3%, -7%, -11%, -35, 4%
Cc1ccc(-c2nnn(CC(=O)N(c3ccccc3)C(C(=O)NCC3CCCO3)c3cccs3)n2)o1 (stereo unspecified)
 : 7%, -2%, -1%, 2%, -22%, -33, 2%
CC(C)(C)OC(=O)C[C@@H]1C/C=C\C[C@@H](CC(=O)N[C@@H](CO)Cc2ccccc2)C(=O)NC[C@@H](c2ccccc2)OC1=O
 : -10%, -5%, nt, nt, 246%[activator], -28, 1%
CC(=NNC(=S)N1CC2CCC(CC2)C1)c1nccs1
 : ?, ?, nt, nt, nt, -63*, ?
CN1CCSc2ccc(C(=O)Nc3ccc(Cl)cc3)cc21
 : -26%, -15%, 5%, 0%, -17%, 25, -1%
Cc1ccc(NC(=O)Cn2cccc2)cc1C
 : -29%, 3%, -2%, -8%, -12%, ?, -12%
COc1ccccc1NC(=O)Cn1cnc2ccc(S(=O)(=O)N3CCC(C)CC3)cc2c1=O
 : nt, 2%, 0%, nt, nt, -5, nt
Oc1ccc(Nc2ncnc3ccccc23)cc1
 : ?, 1%, -13%, -5%, -18%, 37, 17%
CCc1cc(=O)oc2c3c(cc(OCC(=O)NCCCOC)c12)OC(C)(C)CC3
 : ?, 2%, -9%, -11%, 82%[activator], -69*, 0%
Cc1ccc(NC(=O)c2ccc3c(SCC(=O)O)c4c(nc3c2)CCCC4)c(Br)c1
 : -1%, 3%, 3%, 2%, -26%, -8, 9%
CN1/C(=C\C(=S)NC(=O)c2ccc([N+](=O)[O-])cc2)C(C)(C)c2ccccc21
 : ?, 2%, 2%, 5%, -21%, -36, 10%
CC(=O)N1c2ccc(S(=O)(=O)NCCc3ccc(Cl)cc3)cc2CC1C (stereo unspecified)
 : ?, -2%, 5%, 3%, 3%, 23, 0%
CCc1cccc(NC(=O)C2CCN(S(=O)(=O)c3cccc(-c4noc(C)n4)c3)CC2)c1
 : nt, -6%, 3%, nt, nt, -61*, nt
Cc1ccccc1C(=O)NCC(=O)NCC1(N2CCOCC2)CCCCC1
 : -19%, -1%, ?, nt, -11%, -26, 17%
CC(=O)c1cccc(NC(=O)c2ccc(NS(=O)(=O)c3c(C)noc3C)cc2)c1
 : 30%, 7%, -2%, 1%, -23%, 63, -12%
CCc1nc2ccc(C(=O)NCCCN3CCCC3=O)cn2c1N(CC)C(=O)NCCc1ccccc1
 : nt, -10%, nt, nt, nt, 3, 12%
Cc1cc(NC(=O)c2ccno2)no1
 : 6%, 1%, -4%, -2%, -11%, 2, 24%
CCN(CC)CCNC(=O)C(Oc1ccccc1)Oc1ccccc1
 : 6%, 0%, -4%, 2%, 18%, -33, -12%
CSc1ccccc1NC(=O)c1ccccn1
 : ?, -8%, 8%, 1%, -10%, 16, 54%[activator]
S=c1[nH]nc(-c2cc(-c3ccsc3)n[nH]2)n1-c1ccccc1
 : -13%, 2.8µM*, -6%, 10µM*, -46%, 67, 89%[activator]
COc1ccc([N+](=O)[O-])cc1N(CC(=O)NC(C(C)C)C(C)C)S(C)(=O)=O
 : 2%, 0%, -1%, 6%, 46%, -7, 1%
COC(=O)c1coc(-c2ccc(C)cc2)c1C(=O)OC
 : -6%, -4%, 2%, 2%, -1%, -22, 0%
Cc1c(CCC(C)C)c(-n2ccnc2C)n2c(nc3ccccc32)c1C#N
 : 1%, -3%, ?, 0%, -8%, -33, 38%[activator]
C#CCO[C@@H]1C[C@H](n2cnc3c(NC(=O)c4ccccc4)ncnc32)O[C@@H]1CO
 : 29%, -2%, 2%, -6%, -9%, 24, -5%
Fc1ccc(CN2CCSCC2)cc1F
 : 17%, 1%, 3%, -3%, -21%, -11, -14%
COc1ccc(/C=C/C(=O)NC(=S)Nc2ccccc2)cc1OC
 : -16%, -1%, 0%, -1%, -12%, -32, 22%
CCOC(=O)C1=C(C)NC(=O)NC1c1ccc(OC(=O)c2ccco2)c(OC)c1 (stereo unspecified)
 : -19%, 0%, -14%, 0%, -8%, 1, -5%
c1ccc(C(OCCN2CCNCC2)c2ccccc2)cc1
 : -14%, 5%, -13%, 10%, -2%, 40, -26%
Cc1cc(NC(=O)CCC(=O)N(CC(=O)NCC2CCCO2)c2ccc(Cl)c(Cl)c2)no1 (stereo unspecified)
 : 20%, -22%, 1%, -4%, 115%[activator], 0, -2%
Cc1ccc(Cn2c(N3CCN(C)CC3)nc3c2c(=O)[nH]c(=O)n3C)cc1
 : 8%, -5%, 2%, 3%, 0%, -4, 5%
Cc1nc(NC(=O)COC(=O)c2ccc(CO)cc2)c(Cl)cc1Cl
 : 3%, 2%, nt, nt, -20%, -31, -8%
CC(C)(C)C1CCC(=O)C(C2(O)C(=O)Nc3ccccc32)C1 (stereo unspecified)
 : 13%, 4%, 1%, -9%, -5%, 21, 6%
O=C(C[n+]1cccc(Br)c1)c1ccc(-c2ccccc2)cc1
 : ?, -1%, 1%, 0%, -6%, -74*, 0%
Cc1ccc(S(=O)(=O)N2CCCC2CNC(=O)C(=O)NCc2cccs2)cc1 (stereo unspecified)
 : -1%, -7%, ?, nt, -2%, 3, -12%
CCC(CO)NC(=O)C(=O)Nc1c2c(nn1-c1ccc(F)cc1)CSC2 (stereo unspecified)
 : nt, 2%, -1%, nt, nt, -6, nt
Cc1cccc(C(=O)NCC(=O)NC(C)CCc2ccccc2)c1 (stereo unspecified)
 : 7%, -4%, 7%, 5%, 0%, -9, -6%
O=C1C(Cl)=C(O)C2(Cl)C(Cl)=C(Cl)C12Cl (stereo unspecified)
 : 21%, 3%, nt, nt, nt, -20, -13%
Cc1ccc(-n2c(=O)c3c(cnn3C)n(CC(=O)Nc3ccccc3C)c2=O)cc1
 : nt, 2%, 9%, nt, nt, 7, nt
O=[N+]([O-])c1ccccc1S(=O)(=O)N1CCSCC1
 : 6%, 0%, ?, nt, -12%, -2, -2%
C/C(=N\NC(=O)c1ccc(-n2cnnn2)cc1)c1ccc(Cl)cc1
 : ?, -2%, 3%, nt, -5%, -29, 25%
COC(=NC1CCCCC1)C(O)c1c[nH]c2ccccc12 (stereo unspecified)
 : 21%, -8%, -8%, 7%, -17%, 22, 11%
CCOc1ncccc1C(=O)OC(C)C(=O)Nc1ccc(Cl)cn1 (stereo unspecified)
 : -26%, -7%, 0%, nt, -4%, 12, 1%
Cc1ccccc1NC(=S)NNc1ncc(C(F)(F)F)cc1Cl
 : -5%, 3%, -2%, 1%, -8%, 1, ?
Cc1ccc(CN(C(=O)COc2ccc(C(C)(C)C)cc2)C2CCS(=O)(=O)C2)o1 (stereo unspecified)
 : nt, -6%, 1%, nt, nt, 43, nt
Cc1cc(C)cc(NC(=O)NC2CCCCCCC2)c1
 : 7%, 1%, -6%, 3%, -37%, 27, 2%
CCn1nc(C(=O)OCC(=O)Nc2ncc(Cl)c(C)c2Cl)c2ccccc2c1=O
 : 17%, -7%, -10%, 4%, -8%, 25, -17%
Cc1ccc(C(C(=O)NC2CCCCC2)N(C(=O)c2csnn2)c2ccccc2F)o1 (stereo unspecified)
 : 4%, 1%, -6%, 1%, -3%, -38, 1%
O=C(CSc1nc2ccccc2[nH]1)c1ccccc1F
 : -1%, -6%, -7%, -1%, -35%, 21, 2%
Cc1ccc(NC(=O)CNC2CCS(=O)(=O)C2)cc1C (stereo unspecified)
 : 13%, 1%, -13%, 3%, 135%[activator], ?, 4%
NS(=O)(=O)c1ccc(CNC(=O)c2ccc(S(=O)(=O)C(F)F)cc2)cc1
 : ?, -2%, -5%, -1%, -19%, -7, 9%
O=C(NC(Nc1ccc(F)cc1)(C(F)(F)F)C(F)(F)F)c1cccnc1
 : 9%, 6%, -6%, -1%, -13%, 82, 0%
Cc1cc(C)c(C#N)c(SCc2cn3c(C)cccc3n2)n1
 : ?, -5%, 2%, 5%, 23%, -63*, -11%
COc1cc2c(cc1OC)C(COc1ccc(C(C)C)cc1)N(C(=O)c1ccc(S(=O)(=O)N3CCCC3)cc1)CC2 (stereo unspecified)
 : nt, -1%, 8%, nt, nt, -2, nt
NC(=O)NN=C1CCC(OCc2ccccc2)CC1CC(=O)O (stereo unspecified)
 : nt, -5%, nt, nt, nt, -6, 17%
Cc1cc(C)nc(NS(=O)(=O)c2ccc(N=Cc3c(O)n(C)c(=O)n(C)c3=O)cc2)n1
 : 9%, 8%, -7%, 1%, -22%, -31, -1%
COC(=O)C(C)NS(=O)(=O)c1ccc(NC(C)=O)cc1 (stereo unspecified)
 : 0%, 0%, -6%, -3%, -27%, -39, 18%
Cc1nc(NC(=O)c2ccccc2)sc1-c1csc(N)n1
 : ?, -8%, 1%, -19%, -38%, ?, -15%
O=C(NCc1ccccn1)c1ccc(OC2CCN(Cc3ccc(Cl)s3)CC2)cc1
 : ?, -5%, -12%, -2%, 118%[activator], -33, 0%
C=CCN(c1ccccc1)S(=O)(=O)c1ccc(Cl)c(C(=O)OCC(=O)N(C)C2CCS(=O)(=O)C2)c1 (stereo unspecified)
 : ?, -3%, -23%, 1%, 91%[activator], -19, -18%
COc1ccc(NP(=O)(Nc2ccc(OC)cc2)Oc2ccccc2)cc1
 : -12%, 13%, -6%, 2%, -18%, 9, -4%

One compound at a time, from the list above.
Profile of COc1ccc(C2CC(=O)N(C)c3ccccc3S2)cc1 (stereo unspecified) = HCV inhibitor = 9%; Tb PYK inh = 2%; AmpC detergent = -5%; LmPK inhibitor = 0%; AmpC inh no detg = -16%; HCMV antiviral = 15; AMA1 RON2 block = -3%
Profile of CN1CCSc2ccc(C(=O)Nc3ccc(Cl)cc3)cc21 = HCV inhibitor = -26%; Tb PYK inh = -15%; AmpC detergent = 5%; LmPK inhibitor = 0%; AmpC inh no detg = -17%; HCMV antiviral = 25; AMA1 RON2 block = -1%
